AmpC inh detg: blocks E. coli AmpC beta-lactamase in detergent assay. P00811. AmpC hydrolysis of nitrocefin, absorbance 480 nm, 0.01% Triton. Potency, µM (highest dose often 114 µM), for the others: at the top dose activity change, negative = inhibition, hits mostly inhibitors. 0.041% of 370,000 active;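 note: potency is the fitted concentration of half-maximal effect; 0% = no-compound wells and -100% = no-enzyme wells; nearly all actives have a fitted effect of over 25% in size; some results filed as inactive show a strong effect at the top dose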
Target sequence (P00811 whole entry, looked up): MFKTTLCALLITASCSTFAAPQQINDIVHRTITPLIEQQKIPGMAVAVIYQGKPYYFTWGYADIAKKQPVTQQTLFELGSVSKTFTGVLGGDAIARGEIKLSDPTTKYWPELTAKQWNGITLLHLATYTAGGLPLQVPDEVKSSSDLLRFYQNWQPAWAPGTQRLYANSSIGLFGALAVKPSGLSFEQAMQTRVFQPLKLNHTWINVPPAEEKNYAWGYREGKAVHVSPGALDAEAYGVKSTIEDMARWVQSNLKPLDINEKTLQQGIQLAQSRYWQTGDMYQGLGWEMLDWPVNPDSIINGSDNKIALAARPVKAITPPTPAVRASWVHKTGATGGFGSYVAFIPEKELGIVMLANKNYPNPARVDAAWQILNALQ
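20 mM phosphate pH 7.0 + 0.01% (detergent screen) or 0.0001% Triton X-100; 5.3 nM AmpC reagent; cpd preinc 15 min RT; nitrocefin (800 uM stock) to start; A480 q20 s × 4 min; Activity was normalised to no-enzyme and no-compound control wells.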
AMA1-RON2 inh: inhibitors of Plasmodium falciparum AMA1-RON2 interaction. 0.2% of 360,000 active. Potency, µM (titrated, usually from 58.2 µM), for the others: at the top dose activity change, negative = inhibition, hits mostly inhibitors. AlphaScreen AMA1-biotinylated RON2 peptide binding;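 note: potency is the fitted concentration of half-maximal effect; 0% = vehicle wells and -100% = peptide control; nearly all actives have a fitted effect of over 45% in size; some results filed as inactive show a strong effect at the top dose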
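AMA1 (3D7) with his tag at 25 nM final met compounds first, then biotinylated RON2 peptide at 25 nM; detection used donor plus acceptor beads, 10 µg/mL apiece, read by AlphaScreen after 30 min at room temperature.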
HCMV inh: inhibitors of human cytomegalovirus. HFF cells, HCMV-luciferase reporter, 72 h; active compounds read low. activity change, negative = inhibition, % at 57.5 µM. 4.5% of 410,000 active. AID 1259415; in the data active = activity change below about -60%; inconclusive = no clear call, values can overlap the other calls; inactive = above about -39%
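Human foreskin fibroblasts infected with luciferase-reporter HCMV at MOI 1 PFU/cell, compounds at two doses. Luciferase measured 72 h post infection; normalized to buffer-only basal and Salinomycin (10uM) controls.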
Sm TGR inh: blocks Schistosoma mansoni thioredoxin glutathione reductase; Q962Y6; purified TGR, DTNB reduction, TNB absorbance 405 nm; Potency, µM (doses to about 114 µM), for inactives: at the top dose activity change, negative = inhibition, usual class: inhibitors; 3% of 360,000 active; note: potency is the fitted concentration of half-maximal effect; nearly all actives have a fitted effect of over 60% in size
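First, TGR (20 nM dispensed) and NADPH were mixed with compound. Second, a 15 min room-temperature incubation followed. Third, further NADPH and then DTNB were added to start the reaction. Finally, TNB absorbance was monitored kinetically.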
FBPA Giardia inh: Giardia lamblia aldolase inhibition; 0.71% of 290,000 active; Potency, µM (titrated, usually from 59.6 µM), inactives show at the highest dose activity, negative = inhibition, actives largely listed as inhibitors; purified Giardia FBPA; AID 2451; A8B2U2; note: potency is the fitted concentration of half-maximal effect; nearly all actives have a fitted effect of over 55% in size
Target sequence (A8B2U2 whole entry, looked up): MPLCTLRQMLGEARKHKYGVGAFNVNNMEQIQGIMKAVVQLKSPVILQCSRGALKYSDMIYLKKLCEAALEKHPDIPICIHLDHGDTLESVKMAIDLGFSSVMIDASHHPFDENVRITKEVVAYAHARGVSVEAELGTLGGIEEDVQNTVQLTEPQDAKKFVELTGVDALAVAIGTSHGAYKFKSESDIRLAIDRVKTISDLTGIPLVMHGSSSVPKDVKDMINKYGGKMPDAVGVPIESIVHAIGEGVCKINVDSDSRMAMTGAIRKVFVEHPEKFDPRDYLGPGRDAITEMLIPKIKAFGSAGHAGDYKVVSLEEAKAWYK
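Giardia FBPA (40 nM reagent) was preincubated 10 min at RT with compound (up to 57.5 uM final), then substrate plus GAPDH/TPI/NAD/arsenate coupling system with diaphorase/resazurin was added; resorufin fluorescence (525/598 nm) was read after 20 min.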
HCV inhibitor: inhibitors of hepatitis C virus infection; Huh7.5.1 HCVcc-Cre infection, luciferase reporter, 44 h; Potency, µM (top dose mostly 41.8 µM), without a hit: at the top dose activity change, negative = inhibition, usual class: inhibitors; 3.4% of 340,000 active; AID 651820; note: potency is the fitted concentration of half-maximal effect
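Cells seeded at 1,000/well and cultured 4 h, then compounds added followed by HCVcc-Cre virus (~0.5 moi). After 44 h further culture, luciferase substrate was added, plates held 15 min at room temperature, and luminescence read for 15 sec.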
An asterisk follows results filed as active; u = inconclusive; x = not tested or not shown; & = joins results of further samples; [ ] = dose if it differs, or a comment. Unless noted, calls come from the whole dose curve; as a rule, active = well fitted curve in the direction sought with a large enough effect; inconclusive = small, poorly fitted or top-dose-only effect, or another doubt; inactive = no such curve, though single readings can be large; an effect the other way counts as inactive or inconclusive. Unless noted, % is set by controls: 0 for no effect and ±100 for the full control effect.

Below each SMILES: AmpC inh detg	AMA1-RON2 inh	HCMV inh	Sm TGR inh	FBPA Giardia inh	HCV inhibitor
1. O=C(CCCN1C(=O)C(c2ccccc2)Oc2cccnc21)Nc1cccc(F)c1 (configuration not stated)
    1%	-4%	-37	-17%	4%	-29%
2. COc1ccc(C(C)=O)cc1COC(=O)Cc1n[nH]c(=O)c2ccccc12
    -18%	0%	52	18µM*	11%	-15%
3. COc1ccc(C2N=C(c3ccccc3)C(C)(C)N2O)cc1 (configuration not stated)
    -8%	-39%	u	11%	1%	-6%
4. COc1ccc2c(c1)CCc1c(C(=O)Nc3c(C)nn(Cc4ccc(Cl)cc4)c3C)noc1-2
    12%	x	-79*	-26%	x	x
5. CC(=O)Nc1cccc(C(=O)N/N=C/c2c[nH]c3ccccc23)c1
    0%	12%	21	5%	5%	19%
6. CCOc1ccc2c(c1)c(=O)c(S(=O)(=O)c1ccc(F)cc1)cn2CC(=O)Nc1ccccc1C
    -4%	x	-8	-11%	x	x
7. COc1ccc(C)cc1NC(=O)c1cnc2scc(C)n2c1=O
    u	18%	-12	-1%	5%	-10%
8. CCCCNC(=O)c1ccccc1NC(=O)CN(c1ccccc1)S(=O)(=O)N(C)C
    28%&-5%	17%	9&-34	7%&4%	0%	-5%
9. COc1ccc(C(=O)N(c2ccc(C)cc2)C2C=CS(=O)(=O)C2)cc1OC (configuration not stated)
    2%	-2%	37	-3%	-1%	0%
10. CS(=O)(=O)N1CCCC(C(=O)N2CCN(c3cccc(Cl)c3)CC2)C1 (configuration not stated)
    -3%	4%	-38	-12%	2%	18%
11. Cc1sc(NC(=O)C2=COCCO2)nc1-c1ccc(Br)cc1
    -3%	-7%	20	-16%	x	u
12. O=C(CSc1nnc(-c2ccncc2)o1)N1CCCCCC1
    1%	-20%	11	-29%[57.1 µM]	3%	17%
13. COc1ccc(C2CC(c3c(Cl)cccc3Cl)n3nc(N)nc3N2)cc1 (configuration not stated)
    -7%	8%	19	-30%	-2%	10%
14. N#Cc1ccccc1NC(=O)c1ccc2c(c1)OCCO2
    -5%	-5%	85	0%	0%	2%
15. COc1ccc(OC)c2[nH]c(=O)c(CCNC(=O)c3ccc(S(=O)(=O)N(C)C)cc3)cc12
    5%	-1%	2	16%	-9%	u
16. Cc1ccc(NC(=O)NNC(=O)c2snnc2C)cc1
    4%	111%[activator]	32	1%	6%	6%
17. Cc1sc2ncn(CC(=O)N3CCN(c4ccc(F)cc4)CC3)c(=O)c2c1S(=O)(=O)N1CCOCC1
    -5%	7%	-19	1%	6%	19%
18. CN1C(=O)/C(=C\c2ccc(N3CCCCC3)o2)C(=O)NC1=S
    u	18%	9	u	-4%	4%
19. COc1ccc(CC(=O)c2ccccc2C(=O)O)cc1
    -17%	0%	27	0%	5%	2%
20. CCN(CC)C(=O)c1[nH]cnc1C(=O)Nc1ccc(OC)cc1
    -4%	11%	4	-6%	-16%	-1%
21. CC(OC(=O)c1ccco1)C(=O)Nc1ccc(C(F)(F)F)cc1 (configuration not stated)
    -13%	u	-3	0%	x	u
22. CCOC(=O)C1=C(C)Nc2ccccc2N=C1NC(=O)c1cccc(S(=O)(=O)NCc2ccccc2)c1
    -7%	-3%	-17	-1%	-1%	u
23. CCc1cccc(C)c1NC(=O)C1CCCN(S(C)(=O)=O)C1 (configuration not stated)
    1%	-1%	23	9%	5%	0%
24. CCCC(=O)OCC(=O)NCc1ccc(Cl)cc1
    -5%	-12%	5	3%	0%	-2%
25. COCc1cc(C)nc(SCC(=O)Nc2ccccc2N2CCOCC2)c1C#N
    -10%	33%[activator]	-36	6%	x	-27%
26. C/C(CC(=O)Nc1ccc(N(C)C)cc1)=N\NC(=O)c1ccccc1F
    3%	57%[activator]	-6	-26%	7%	1%
27. Cc1noc(C)c1S(=O)(=O)N(C)C[C@H]1Oc2ccc(NC(=O)NC3CCCCC3)cc2C(=O)N([C@H](C)CO)C[C@@H]1C
    x	0%	11	x	x	-19%
28. O=C(CN(Cc1cccs1)C(=O)CNS(=O)(=O)c1ccc(Cl)cc1)NCC1CCCO1 (configuration not stated)
    1%	2%	31	-1%	-1%	19%
29. Cc1ccccc1NC(=O)c1cccc2nccnc12
    u	-6%	46	8%	6%	15%
30. O=C(O)CSc1nc2c(c(C(F)(F)F)n1)CCc1ccccc1-2
    -10%	-11%	-22	5%	24%	-9%

Brought forward from above: 4 compounds, then new ones.
Below each SMILES: AmpC inh detg	AMA1-RON2 inh	HCMV inh	Sm TGR inh	FBPA Giardia inh	HCV inhibitor
27. Cc1noc(C)c1S(=O)(=O)N(C)C[C@H]1Oc2ccc(NC(=O)NC3CCCCC3)cc2C(=O)N([C@H](C)CO)C[C@@H]1C
    x	0%	11	x	x	-19%
28. O=C(CN(Cc1cccs1)C(=O)CNS(=O)(=O)c1ccc(Cl)cc1)NCC1CCCO1 (configuration not stated)
    1%	2%	31	-1%	-1%	19%
29. Cc1ccccc1NC(=O)c1cccc2nccnc12
    u	-6%	46	8%	6%	15%
30. O=C(O)CSc1nc2c(c(C(F)(F)F)n1)CCc1ccccc1-2
    -10%	-11%	-22	5%	24%	-9%
31. CSc1oc(-c2ccco2)nc1S(=O)(=O)c1ccc(C)cc1
    -3%	1%	-1	u	-5%	0%
32. CSc1nsc(SCCN2C(=O)c3ccccc3C2=O)n1
    u	4%	-21	3%	-8%	11%
33. COc1cc(OC)cc(C(=O)N[C@H](C(=O)Nc2cccc(S(=O)(=O)N3CCCC3)c2)C(C)C)c1
    7%	18%	10	11%	15%	u
34. CCSc1nc2c(sc3nc(C)cc(C)c32)c(=O)[nH]1
    3%	x	x	5%	-3%	-7%
35. CC1CCCN(C(=O)c2cccc(S(=O)(=O)Nc3cc(C(F)(F)F)ccc3Cl)c2)C1 (configuration not stated)
    -1%	1%	-12	-5%	17%	12%
36. O=C(C1=C(O)C(=O)N(CCN2CCOCC2)C1c1cccc(Br)c1)c1cc2ccccc2o1 (configuration not stated)
    4%	-8%	-4	0%	x	13%
37. CCNc1ccccc1C(=O)O
    8%	-2%	-7	0%	1%	14%
38. COc1ccc(S(=O)(=O)N(CC(=O)NCC2CCCO2)c2ccc(Cl)cc2)cc1 (configuration not stated)
    2%	-8%	u	6%	4%	26%
39. COc1cccc(N2CCN(C(=O)CCS(=O)(=O)c3ccc4c(c3)CC(=O)N4C)CC2)c1
    1%	x	-7	-7%	x	x
40. Cc1n[nH]c(=O)n1-c1ccc(C(C)(C)C)cc1
    7%	12%	-33	-4%	2%	8%
41. CC(/C=N/NC(=O)c1cccnc1)=C\c1ccco1
    u	69%[activator]	2	50µM*	u	-8%
42. O=C(O)CC(C(=O)Nc1ccc(Cl)cc1)N1CCCCCC1 (configuration not stated)
    -12%	-1%	-2	8%	1%	-1%
43. O=c1[nH]c(CN2CCN(S(=O)(=O)c3ccc(Cl)cc3)CC2)nc2cc(Cl)ccc12
    u	3%	4	-6%	-9%	9%
44. Cn1c(SCC(=O)NC(=O)c2cccc([N+](=O)[O-])c2)nnc1-c1ccc(F)cc1
    1%	15%	-31	30%	4%	19%
45. CCC(O)CNc1nc(-n2nc(C)cc2C)nc2sc3c(c12)CCCC3 (configuration not stated)
    -7%	x	x	u	12%	x
46. COc1ccc2c(c1)NP(=S)(Oc1ccccc1)N2 (configuration not stated)
    -20%	46%[activator]	22	-28%	u	-8%
47. COc1ccc(/C=C2\CCc3ccccc3C2=O)cc1Cn1nc(C)cc1C
    -1%	-17%	-27	-1%	-11%	u
48. O=C(CC1C(=O)NCCN1Cc1c(F)cccc1Cl)NCCC1=CCCCC1 (configuration not stated)
    -5%	4%	-14	-7%[57.1 µM]	1%	-1%
49. COc1cc(CNCc2cccs2)ccc1OCC(N)=O
    -8%	2%	-5	14%	1%	19%
50. Cc1cccc(C(=O)Nc2cc3c(cc2C)n(C)c(=O)n3C)c1
    -3%	x	-16	-1%	x	x
51. CC(=O)N1CCN(c2ccc(NC(=O)c3ccc([N+](=O)[O-])o3)cc2Cl)CC1
    12%	-7%	-98*	u	-6%	u
52. C[C@@H](CN1C2=NC[C@H](C)N2C[C@H]1Cc1ccc(O)cc1)NC(=O)CCC1CCCCC1
    6%	-1%	-14	u	0%	10%
53. COc1ccc(OCCNc2cc(Cl)ccc2[N+](=O)[O-])cc1
    -6%	-6%	-65*	5%	-15%	u
54. COc1cccc(NC(=S)NCc2ccccc2)c1
    -14%	-1%	50	-25%	-5%	-10%
55. O=C(Nc1ccc(Cl)cc1)NC1CCCCNC1=O (configuration not stated)
    -10%	-10%	-8	19%	-9%	20%
56. C=CCn1c(C)cc(C(=O)COc2nncc3ccccc23)c1C
    1%	0%	59	-22%[11.4 µM]	-5%	16%
57. COc1ccc(CNC(=O)c2ccc(NC(=O)N3CCCCc4ccccc43)cc2)cc1
    1%	x	32	2%	x	x
58. Cc1c(C(=O)NCCN2CCCC(O)C2)oc2c(F)cccc12 (configuration not stated)
    -1%	1%	15	1%	x	14%
59. CCOc1ccc(NC(=O)c2cc(S(=O)(=O)N3CCCCCC3)cn2C)cc1
    14%	x	-20	-3%	x	x
60. COc1ccc(-c2nc(SCC(=O)c3ccc(Br)cc3)n[nH]2)cc1
    -1%	x	-22	6%	x	x

Continued, starting with the last two of the part before.
Below each SMILES: AmpC inh detg	AMA1-RON2 inh	HCMV inh	Sm TGR inh	FBPA Giardia inh	HCV inhibitor
59. CCOc1ccc(NC(=O)c2cc(S(=O)(=O)N3CCCCCC3)cn2C)cc1
    14%	x	-20	-3%	x	x
60. COc1ccc(-c2nc(SCC(=O)c3ccc(Br)cc3)n[nH]2)cc1
    -1%	x	-22	6%	x	x
61. Nc1ccc(C(=O)Nc2nc3ccccc3s2)cc1
    u	-3%	211	8%	-3%	-24%
62. COc1ccc(-c2nc(N3CCN(C)CC3)sc2-c2ccc(OC)cc2)cc1
    1%	u	-16	6%	-3%	u
63. C/C(=N\NC(=O)C(C)n1nc(C)c([N+](=O)[O-])c1C)c1ccccc1O (configuration not stated)
    7%	86%[activator]	-101*	3%	u	2.5µM*
64. COc1ccc(C)cc1NC(=O)c1nnn(Cc2cccc(F)c2)c1N
    u	-4%	-30	-1%	-2%	u
65. Cc1cc(C)n(C(=O)c2ccc(C)c(Br)c2)n1
    -2%	21%	0	2%	5%	2%
66. O=C(NCCCn1ccnc1)/C(=C/c1ccco1)NC(=O)c1ccccc1
    x	-9%	2	x	x	3%
67. COCCn1c(SCC(=O)Nc2ccc3[nH]c(=O)[nH]c3c2)nc2ccccc21
    x	-5%	-14	x	x	8%
68. Cc1sc(-c2cccnc2)nc1OC(=O)C1CC1
    -1%	-16%	-14	-5%	0%	10%
69. CN(C)S(=O)(=O)N1CCN(c2ccc([N+](=O)[O-])c(NC3CC3)c2)CC1
    8%	-28%	22	-1%	-12%	4%
70. Cc1ccc2c(c1)c1nnc(SCC(=O)Nc3cccc(Cl)c3C)nc1n2CC(=O)O
    1%	18%	1	-7%	10%	6%
71. CCOc1ccc(CNC(=O)CCCn2c(=O)c3cccn3c3ccc(F)cc32)cc1
    17%	x	u	1%	x	x
72. COC(=O)c1ccc(NC(=O)CCNS(=O)(=O)c2cccc3nonc23)cc1
    -12%	3%	16	-11%	3%	-10%&8%

Bioassay records from PubChem BioAssay.
